High-throughput results (PubChem)
yeast rad50 – NCI yeast anticancer drug screen, S. cerevisiae rad50 strain; growth inhibition, % at 50 µM; 79,000 compounds, 10% hits;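 also: 0% = growth of vehicle-only cultures of the same strain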
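A DNA repair-deficient yeast mutant serves as the test organism; compound-induced growth inhibition is calculated against vehicle-treated cells.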
yeast sgs1 mgt1 – NCI yeast anticancer drug screen, S. cerevisiae sgs1 mgt1 strain; 78,000 compounds, 10% hits; growth inhibition, % at 50 µM;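 also: 0% = growth of vehicle-only cultures of the same strain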
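Genetically altered yeast, compound exposure, growth inhibition relative to vehicle.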
yeast mlh1 rad18 – NCI yeast anticancer drug screen, S. cerevisiae mlh1 rad18 strain | % growth inhibition at 50 µM | 79,000 compounds, 11% hits;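 also: 0% = growth of vehicle-only cultures of the same strain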
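A repair-deficient yeast strain is exposed to test compound, and growth is scored relative to vehicle-treated controls.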
yeast mec2-1 – NCI yeast anticancer drug screen, S. cerevisiae mec2-1 strain; growth inhibition, % at 50 µM; 79,000 compounds, 9% hits;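 also: 0% = growth of vehicle-only cultures of the same strain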
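Mutant yeast (mec2-1) grown with compound; growth inhibition relative to vehicle control reported.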
bub3 – NCI yeast anticancer drug screen, S. cerevisiae bub3 mutant strain | growth inhibition, % at 50 µM | 78,000 compounds, 9.9% hits | AID 167, 2004;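 also: 0% = growth of vehicle-only cultures of the same strain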
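Screening used yeast with an engineered genetic alteration affecting cell cycle control. Compound-exposed cultures were compared with vehicle cultures, and reduced growth was taken as inhibition.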
yeast cln2 rad14 – NCI yeast anticancer drug screen, S. cerevisiae cln2 rad14 strain; growth inhibition, % at 50 µM; 78,000 compounds, 8.3% hits; AID 165, 2004;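 also: 0% = growth of vehicle-only cultures of the same strain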
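Each compound was tested on cln2 rad14 yeast. Inhibition of growth was calculated against vehicle-exposed controls.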
* hit, by the source's call; . = no result given; & = joins results of further samples. Rule as the data show it: active = growth inhibition above about 70%; inactive = the rest.

SMILES | yeast rad50 | yeast sgs1 mgt1 | yeast mlh1 rad18 | yeast mec2-1 | bub3 | yeast cln2 rad14
CCOC(=O)c1cnc(NCCCCNc2ncc(C(=O)OCC)c(=O)[nH]2)[nH]c1=O | -2 | -10 | 11 | -8 | -8 | -26
COc1cc(CNc2ccc(SC)cc2)cc(OC)c1OC | 20&-32 | 5&-31 | -27&-50 | 9&-24 | 56&22 | 7&-18
CC1(CO)COc2ccccc2C1=O (stereo not drawn) | 2 | -4 | -2 | -2 | 6 | -4
NCC1Nc2ccccc2[C@@H](O)C1O (stereo partly drawn) | 26 | -3 | -37 | 11 | 21 | 19
c1ccc2scnc2c1 | 21 | 14 | 37 | 7 | 29 | -24
CCn1nc(-c2ccccc2)c2c1N(C)c1ccccc1-n1c(-c3ccccc3)nnc1-2 | 99* | 99* | 99* | 99* | 99* | 99*
Cc1ccc(CNc2c(O)ccc3ccccc23)cc1 | -16 | 24 | 4 | 3 | 29 | -22
CCCCCC(=O)Oc1c(C(C)CC)cc([N+](=O)[O-])cc1[N+](=O)[O-] (stereo not drawn) | 98* | 98* | 98* | 97* | 97* | 98*
O=C(CNC(=O)c1ccccc1)NNc1ccccc1 | 87* | 33 | 87* | 71* | 32 | 49
S=C(Nc1ccccn1)c1ccccn1 | 24 | 69 | 51 | 50 | 56 | 19
CCNC(=O)c1cccnc1 | -22 | -11 | -7 | -8 | -13 | 26
Cc1ccc(C(C)C)cc1NC=O | -7 | -20 | 5 | -13 | -3 | 0
COCCOC(=O)CCn1cc(F)c(=O)[nH]c1=O | 64 | 92* | 63 | 84* | 18 | 37
COc1cc(/C=C/c2ccnnc2)cc(OC)c1OC | -9 | 17 | -35 | 15 | 15 | 0
CCOC(=O)c1cc2c(nc1N)/C(=C/c1ccccc1)CCCC2 | -24 | -29 | -21 | -35 | -11 | -15
c1ccc(C(c2ccccc2)c2cc3c(c4ccccc24)OC(c2ccccc2)(c2ccccc2)O3)cc1 | -19 | -42 | -19 | 1 | -27 | -45
C[N+](CCO)(CCO)Cc1ccccc1 | 35 | 2 | -6 | 2 | -8 | -32
CC(=O)O[C@H]1C(=O)[C@]2(C)[C@@H](OC(=O)OCC(O)CO)C[C@H]3OC[C@@]3(OC(C)=O)[C@H]2[C@H](OC(=O)c2ccccc2)[C@]2(O)C[C@H](OC(=O)[C@H](O)[C@@H](NC(=O)c3ccccc3)c3ccccc3)C(C)=C1C2(C)C (stereo partly drawn) | 62 | -35 | -52 | -11 | -81 | -14
CC1CN=C(c2ccc(O)cc2O)S1 (stereo not drawn) | 33 | 14 | 15 | -7 | 6 | -15
CC(=O)Oc1cc(C(F)(F)F)ccc1C(=O)OC1(C)OC(=O)c2ccc(C(F)(F)F)cc2O1 (stereo not drawn) | -34 | -21 | -17 | -13 | -14 | -3
COC(=O)C(CCS(=O)(=O)CC(=O)C(=O)Nc1cccc(C(C)=O)c1)C(=O)OC | -13 | -16 | -6 | -15 | -26 | -17
C(=Nc1ccc(-c2ccccc2)cc1)c1ccccc1 | 16 | . | 2 | -12 | . | .
Cn1c(Nc2ccccc2)c([N+](=O)[O-])c(=O)n(C)c1=O | -12 | -5 | -28 | -7 | -2 | -18
O=C(O)/C=C1\NC(=O)NC1=O | 16 | 12 | 33 | -5 | 6 | 6
CCCSc1ccc2c3c(cccc13)C(=O)OC2=O | 47 | 46 | 28 | 43 | 58 | 46

Remaining list, next part.
SMILES | yeast rad50 | yeast sgs1 mgt1 | yeast mlh1 rad18 | yeast mec2-1 | bub3 | yeast cln2 rad14
C=C(C)CNCCN | 36 | 6 | 16 | 22 | 27 | -1
COc1cccc(-c2cc(=O)c3cccc(CC(=O)O)c3o2)c1 | 6 | -12 | -31 | -5 | -2 | 3
[O-][n+]1c2ccc(O)cc2nc2ccc(Cl)cc21 | 82* | 67 | 87* | 75* | 79* | 43
Cc1ccc(S(=O)(=O)N/N=C/c2c(C)noc2C)cc1 | -10 | 18 | 13 | 6 | 0 | 13
CCc1cccc(C(C)C)c1C1C(=O)C(=O)N(c2nc3ccccc3s2)C(=O)C1=O | 34 | 13 | 27 | 15 | 1 | 13
O=C(NN=C1CCCCC1)c1ccccc1 | -6 | -10 | 0 | -10 | -17 | -26
CCOC(=O)/C=C/C=C(\OCC)C1CCC2C3CC=C4CC(OC(C)=O)CCC4(C)C3CCC12C (stereo not drawn) | -4 | 23 | -3 | 0 | -3 | 19
CC(C)CNc1cc(Cl)nc(N)n1 | 88* | 90* | 95* | 92* | 59 | 91*
c1ccc2c(c1)nnn2OC1CCCC1 | 10 | -1 | 11 | -14 | -17 | -29
c1ccc(CSCCC(SCc2ccccc2)SCc2ccccc2)cc1 | 32 | 41 | 42 | 12 | 21 | 22
Cc1nc(Nc2nnc(-c3cc([N+](=O)[O-])cc([N+](=O)[O-])c3C)o2)sc1C(=O)CC(=O)Cc1nc2ccc(Cl)cc2[nH]c1=O | -15 | -7 | -12 | 5 | -8 | 21
COc1ccc(N)c([N+](=O)[O-])c1 | 42 | 70 | 28 | 58 | 49 | 39
CC(=O)Nc1cccc(Cl)c1 | -2 | 0 | 6 | -24 | -1 | -5
CN(C(N)=O)C1CCCC1 | 12 | -6 | 6 | -21 | 9 | 1
CCCCNc1nc2ccccc2c2c1ncn2CC(C)C | -7 | 14 | 30 | 34 | 47 | 24
CNC(=S)/C(C(C)=O)=C(\C)Nc1ccccc1 | -1 | -8 | 15 | -6 | -15 | -32
C=Cn1ccnc1 | 23 | 26 | 34 | 22 | 61 | 34
COC1CC(OC(=O)c2ccc([N+](=O)[O-])cc2)C(COC(=O)c2ccc([N+](=O)[O-])cc2)O1 (stereo not drawn) | 9 | 2 | 36 | 21 | -1 | -1
CCC(CC)COC(=O)c1ccc(Cl)cc1 | 2 | 13 | 30 | 0 | 2 | -6
Cc1nc(N)nc(N)c1N1CCN(c2ccc(C(=O)NC(C(=O)O)C(=O)O)cc2)CC1 | -5 | -26 | -38 | -16 | -38 | 5
CC1CN(CCCN2c3ccccc3Sc3ccc(Cl)cc32)C(C)(C)C1 (stereo not drawn) | 100* | 100* | 100* | 100* | 99* | 99*
CCCCCCCC/C=C\CCCCCCCCC(=O)O | 6 | -4 | 0 | 5 | -6 | -2
O=C(O)c1cc(-c2ccccc2)nc2ccccc12 | -33&7 | -31&-21 | -10&9 | -38&9 | 1&7 | -42&-3
CC1CC2(CCC1=O)OCCO2 (stereo not drawn) | 2 | -5 | 2 | -7 | 7 | -21
Cc1ccc(CCC(=O)C(=O)O)s1 | -13 | -36 | -4 | 11 | -25 | -8

Remaining list, next part
SMILES | yeast rad50 | yeast sgs1 mgt1 | yeast mlh1 rad18 | yeast mec2-1 | bub3 | yeast cln2 rad14
CN(CCCCl)Cc1ccccc1 | 2 | -25 | -8 | -27 | -14 | 1
CC(=O)n1c(CI)nc2ccccc21 | 41 | 35 | 34 | 11 | 9 | -2
CCOC(=O)c1ccc(-n2nc3nc(N)[nH]c(=O)c3n2)cc1 | -18 | -4 | -34 | -21 | -53 | -4
O=C(CNC1=NCCN1)Nc1ccc(NC(=O)c2ccc(C(=O)Nc3ccc(NC(=O)CNC4=NCCN4)cc3)cc2)cc1 | 0 | -12 | 36 | -1 | -5 | -14
C/C(=N/NC(=S)Nc1cccc(Cl)c1)c1cccc(/C(C)=N\NC(=S)Nc2cccc(Cl)c2)n1 | 47 | 63 | 57 | 46 | 62 | 20
Fc1cccc(NC(=S)SCc2ccco2)c1 | 98* | 96* | 97* | 84* | 82* | 61
O=C(/C=N/O)c1c(-c2ccccc2)[nH]c(-c2ccccc2)c1-c1ccccc1 | 94* | 96* | 96* | 78* | 86* | 91*
COc1cc(Nc2ccc(O)cc2)c2ncccc2c1 | 95* | 95* | 94* | 69 | 45 | 21
O=C1N(CCCl)CCN1c1ccccc1 | 6 | -23 | -36 | -4 | -25 | -49
ONC1=Nc2ccccc2OCc2cc(Br)c(Br)cc2COc2ccccc2N=C1NO | 88* | 91* | 88* | 91* | 91* | 89*
O=C1CN(N2CCOCC2)CC(=O)N2CCCCN12 | 21 | 14 | 6 | 1 | 10 | 20
C=CCOC1OC(CS(=O)(=O)O)C(OC(C)=O)C(OC(C)=O)C1OC(C)=O (stereo not drawn) | 18 | -1 | 16 | 4 | -3 | 22
O=[N+]([O-])c1ccccc1-c1ccccc1CO | -22 | -41 | -29 | -19 | -18 | -23
ClC1=C(Cl)C2(Cl)C3C(c4cc(Br)c(Br)cc4C4C3C3(Cl)C(Cl)=C(Cl)C4(Cl)C3(Cl)Cl)C1(Cl)C2(Cl)Cl (stereo not drawn) | 11 | 17 | 21 | -15 | -5 | 4
CCOC(=O)C(=O)O | 12 | -5 | -6 | -9 | -5 | -8
CC#CS(=O)(=O)c1ccccc1 | 75* | 81* | 67 | 86* | 6 | 14
CN(N=O)C(=O)NC1C(CO)OC2OC(C)(C)OC21 (stereo not drawn) | -13 | -5 | -29 | 5 | -4 | -16
CCOC(=O)/C(F)=C/c1cccc(F)c1 | 27 | -3 | 11 | -21 | 4 | 6
CC1OC(c2cccc([N+](=O)[O-])c2)OCC1(C)C (stereo not drawn) | -15 | -5 | -17 | -19 | 15 | -33
CSC1=NC=C(C#N)C2=NC(c3ccccc3)NN12 (stereo not drawn) | 0 | -7 | 7 | -6 | 3 | -14
Cc1ccc(SCC(CF)OCn2cc(F)c(=O)[nH]c2=O)cc1 (stereo not drawn) | -8 | -12 | -8 | -13 | 2 | -22
Clc1ccc2c(Cl)c3c(nc2c1)CCCC3 | 99* | 48 | 99* | 100* | 99* | 99*
O=C(Cc1ccccc1)NCCCN(CCCCN(CCCNC(=O)Cc1ccccc1)C(=O)OCc1ccccc1)C(=O)OCc1ccccc1 | -12 | -3 | -28 | -12 | -1 | -7
CC1(C)CC(=O)C(/C=N/c2nc(-c3cccc([N+](=O)[O-])c3)cs2)=C(O)C1 | 99* | 99* | 99* | 99* | 99* | 99*
COc1cccc(CC2C(=O)N=C(NC(C)=O)N2C)c1OC(C)=O (stereo not drawn) | -35 | -24 | -31 | -7 | -6 | -12

The list goes on:
SMILES | yeast rad50 | yeast sgs1 mgt1 | yeast mlh1 rad18 | yeast mec2-1 | bub3 | yeast cln2 rad14
CCOC(=O)c1c(-c2ccccc2)[nH]c2ccc(Cl)cc2c1=O | -6 | -12 | 5 | -40 | -13 | -2
Clc1ccc(CSC2=NCCN2)cc1Cl | -17 | -22 | 13 | -26 | -14 | -24
CC1(C)NC(=O)NC1=O | 27 | -8 | 13 | -14 | 0 | -54
O=S(=O)(Nc1ccccc1)N1CCCCC1 | 16 | -2 | -6 | -30 | -20 | -2
O=C(c1ccc2c(c1)OCO2)N1OC2C=CC1CC2 (stereo not drawn) | 29 | 14 | 11 | 16 | -2 | 17
O=C(O)/C=C/c1ccccc1[N+](=O)[O-] | 4&11 | 12&-17 | 2&-2 | 2&-7 | -2&16 | 7&5
CCCCCCCCN/N=C(/C)CCCCCO | -14 | -13 | -24 | -12 | 16 | 23
C=C(C)C(=O)O[C@H]1CC2=C[C@@H](C[C@@]3(C)O[C@@H]3[C@H]3OC(=O)C(=C)[C@@H]31)OC2=O | -8 | 22 | -5 | 10 | -10 | 6
COC1(OC)CNC(C(=O)O)C1 (stereo not drawn) | 19 | 18 | 13 | 3 | 21 | 2
Cc1nnc(-c2cn(C3OC(CO)C(O)C3O)c3ncnc(N)c23)nc1C (stereo not drawn) | 6 | 1 | 9 | 16 | -4 | 0
Cc1ccc(NC(=S)N2CCCC2)cc1 | 6 | -19 | -1 | -13 | -13 | -94
